# HCV NS3 hel inh: blocks Hepatitis C virus NS3 helicase unwinding; AID 1800; inhibition, % at 10.9 µM; 290,000 tested, 0.56% active; NS3 helicase DNA unwinding, Cy5 molecular beacon fluorescence;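 active means inhibition above the mean of all tested compounds plus 3 SD, set per campaign, cut at about 35% in these data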;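 further: 0% = DMSO wells and 100% = thioflavine S control wells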
#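 assay system = NS3 helicase fragment of HCV | buffer or medium = MOPS pH 6.5, MgCl2, DTT, Tween20, BSA | timing = 60 min unwinding reaction at 25 °C after ATP addition | signal = Cy5 beacon fluorescence read at start and 1 h | read-out basis = % inhibition of unwinding | control set = low DMSO, high thioflavine S at 110 µM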
# FID counter: displaces DNA intercalator in HCV helicase counter-screen; inhibition, % at 7.9 µM; DNA fluorescent intercalator displacement, fluorescence; 290,000 tested, 0.17% active; in the data active means inhibition above about 37%;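 further: 0% = vehicle and 100% = reference compound; higher means more ethidium bromide displaced from hairpin DNA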
# IMP-1 inhibitor: blocks Pseudomonas aeruginosa IMP-1 metallo-beta-lactamase; purified IMP-1, nitrocefin hydrolysis, epi-absorbance fluorescence; inhibition, % at 5.6 µM; 290,000 tested, 0.45% active; AID 1556;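 active means inhibition above the mean plus 3 SD of all compounds in the same screening run, cut at about 4.5% in these data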;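 further: 0% = IMP-1 with DMSO and 100% = DMSO wells lacking enzyme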
#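 System: purified recombinant IMP-1 beta-lactamase. Medium: Zinc- and detergent-supplemented HEPES buffer, pH 7.1. Compound: one 5.6 µM dose […]. Schedule: 15 min preincubation plus 25 min reaction at 25 °C. Technique: Epi-absorbance fluorescence, 480 nm excitation, 530 nm emission.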
# GPR7 antagonist: antagonists of human GPR7 (neuropeptides B/W receptor 1); GPR7-expressing cells, fluorescence antagonist assay; inhibition, % at 4.4 µM; 290,000 tested, 1.1% active; in the data active means inhibition above about 16%, passing the limit was not always enough;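 further: cells stimulated with the agonist NPW; 0% = agonist with vehicle and 100% = vehicle without agonist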
# Target sequence (P48145 whole entry, looked up): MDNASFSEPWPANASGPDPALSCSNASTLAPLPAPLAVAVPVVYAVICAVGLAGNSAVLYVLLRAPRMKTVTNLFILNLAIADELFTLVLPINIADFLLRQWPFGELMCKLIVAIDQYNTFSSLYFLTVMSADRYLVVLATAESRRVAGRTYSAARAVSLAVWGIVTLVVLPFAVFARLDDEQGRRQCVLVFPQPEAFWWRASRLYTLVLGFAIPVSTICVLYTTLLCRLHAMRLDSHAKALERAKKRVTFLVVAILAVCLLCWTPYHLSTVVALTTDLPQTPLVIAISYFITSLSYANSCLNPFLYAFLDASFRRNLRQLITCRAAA
# VIM-2 inh: inhibitors of Pseudomonas aeruginosa VIM-2 metallo-beta-lactamase; inhibition, % at 5.6 µM; purified VIM-2, nitrocefin hydrolysis, epi-absorbance fluorescence; 290,000 tested, 0.89% active; AID 1527;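 active means inhibition above the mean of all tested compounds plus 3 SD, cutoff set per screening run, cut at about 7.5% in these data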;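 further: red hydrolysis product quenches plate fluorescence so inhibitors raise well fluorescence; 0% = enzyme with DMSO and 100% = DMSO without enzyme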
# OXTR ag: agonists of human oxytocin receptor; 320,000 tested, 0.32% active; AID 2435; CHO-OTR cells, Fluo-8 calcium fluorescence; normalized: DMSO 0%, oxytocin 100%; P30559; activation, % at 3 µM;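 active means activation above the mean of all tested compounds plus 3 SD, cutoff set per screening run, cut at about 20% in these data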;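 further: peak over basal fluorescence ratio from a 100 s FLIPR kinetic read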
# V1R ag counter: counter-screen for oxytocin receptor agonists: human V1a receptor agonists. activation, % at 3 µM. 320,000 tested, 0.25% active. CHO-V1R cells, Fluo-8 calcium fluorescence, agonist mode; 0% DMSO, 100% 3 nM vasopressin. P37288. AID 2797;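 active means activation above the mean activation of all tested compounds plus 3 SD, per screening run, cut at about 20% in these data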;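 further: signal is peak over basal fluorescence ratio across a 100 second FLIPR read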
# Target sequence (P37288 whole entry, looked up): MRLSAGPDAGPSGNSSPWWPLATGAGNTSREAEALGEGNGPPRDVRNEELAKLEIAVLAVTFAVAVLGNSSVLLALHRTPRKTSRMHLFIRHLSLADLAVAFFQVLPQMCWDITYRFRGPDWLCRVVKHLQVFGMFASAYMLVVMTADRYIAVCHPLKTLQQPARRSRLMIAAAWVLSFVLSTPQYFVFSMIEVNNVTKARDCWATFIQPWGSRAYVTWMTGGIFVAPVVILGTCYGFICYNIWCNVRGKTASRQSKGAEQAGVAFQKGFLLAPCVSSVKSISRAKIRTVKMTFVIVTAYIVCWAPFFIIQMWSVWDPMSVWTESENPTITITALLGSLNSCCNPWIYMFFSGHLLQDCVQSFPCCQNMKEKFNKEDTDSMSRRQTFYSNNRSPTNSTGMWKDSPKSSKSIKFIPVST
# PHOSPHO1 block: blocks human PHOSPHO1 phosphatase activity | 290,000 tested, 1.1% active | recombinant PHOSPHO1, absorbance phosphatase assay | Q8TCT1 | inhibition, % at 13.3 µM; in the data active means inhibition above about 60%
# GalR3 antag: human GalR3 antagonism. HEK293 GalR3-CNG cAMP membrane potential fluorescence; galR3 body fused to GalR1 C-terminus. 360,000 tested, 0.44% active. inhibition, % at 3 µM. O60755;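 active means inhibition above the screen-wide average plus 3 SD, cut at about 13% in these data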;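 further: forskolin and galanin both at EC90 stimulate the cells; cAMP rise reported by CNG channel membrane potential dye signal; 0% = forskolin plus galanin with DMSO and 100% = forskolin alone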
# Target sequence (O60755 1-299 limits assumed): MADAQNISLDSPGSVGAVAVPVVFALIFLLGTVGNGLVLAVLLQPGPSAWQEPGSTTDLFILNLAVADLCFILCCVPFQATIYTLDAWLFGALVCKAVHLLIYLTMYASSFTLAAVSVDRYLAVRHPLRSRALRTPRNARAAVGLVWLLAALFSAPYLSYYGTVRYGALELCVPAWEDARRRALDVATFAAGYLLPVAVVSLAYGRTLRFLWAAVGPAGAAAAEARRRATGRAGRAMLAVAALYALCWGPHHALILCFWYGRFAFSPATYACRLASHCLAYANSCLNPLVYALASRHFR
# An asterisk follows results filed as active; / = not tested or not shown. Compounds were not picked by outcome; 4.3% or so of the library scored in one or more.
# Sample of the layout:
canonical_smiles	GPR7 antagonist	IMP-1 inhibitor	VIM-2 inh	FID counter	PHOSPHO1 block	GalR3 antag	HCV NS3 hel inh	OXTR ag	V1R ag counter
CCC(C)NC(=O)CNC(=S)N(Cc1ccccc1)Cc1cccnc1 (stereo unspecified)	-11	-3.5	-1.5	-31	-7	-1	10	-1.7	-0.2
O=C(Cn1nc(C(=O)O)c2ccccc2c1=O)Nc1cccc(Br)c1	-9	-3.2	-0.7	-7	28	-2	-6	2.7	2.9
CC(C)c1nc(CNC(=O)C2CCC(=O)N(CCc3cccc(F)c3)C2)cs1 (stereo unspecified)	-7	-4.5	-3.4	-48	32	1	-1	/	/
O=C(Cc1ccccc1[N+](=O)[O-])NCc1ccncc1	-12	-1.9	0.3	3	38	-2	-1	0.4	0.4
Cc1ccc(-c2csc(NC(=O)Cn3cnc4c3c(=O)n(C)c(=O)n4C)n2)cc1C	-4	-3.6	-4.1	-2	8	-3	1	-0.4	0.5
Cc1nnsc1C(=O)N/N=C/c1ccc(OC(F)(F)F)cc1	9	-1.4	-2.0	-6	32	0	-8	-1.1	0.4
CCCP(=O)(CC(=O)N(CC)CC)c1ccccc1 (stereo unspecified)	-3	-2.4	-1.9	-14	11	-3	1	1.0	0.4
COc1ccc(C2CC(=O)C(C=NCCN3CCNCC3)=C(O)C2)cc1OC (stereo unspecified)	-1	-0.3	3.2	2	-2	/	-11	/	/
O=S(=O)(Cc1ccccc1Cl)N1CCCCC1	4	-2.7	-2.0	-1	9	-5	7	-1.9	-0.2
COCCn1c(SCc2nc3ccccc3c(=O)[nH]2)nc2ccccc2c1=O	-2	-2.6	-1.4	-10	32	-7	7	0.0	0.1
Cc1ccc(-c2c(C)sc3nc[nH]c(=O)c23)cc1C	-32	-3.6	-0.1	-27	40	-6	22	-1.4	2.2

# Main list, previewed entries included:
canonical_smiles	GPR7 antagonist	IMP-1 inhibitor	VIM-2 inh	FID counter	PHOSPHO1 block	GalR3 antag	HCV NS3 hel inh	OXTR ag	V1R ag counter
CCC(C)NC(=O)CNC(=S)N(Cc1ccccc1)Cc1cccnc1 (stereo unspecified)	-11	-3.5	-1.5	-31	-7	-1	10	-1.7	-0.2
O=C(Cn1nc(C(=O)O)c2ccccc2c1=O)Nc1cccc(Br)c1	-9	-3.2	-0.7	-7	28	-2	-6	2.7	2.9
CC(C)c1nc(CNC(=O)C2CCC(=O)N(CCc3cccc(F)c3)C2)cs1 (stereo unspecified)	-7	-4.5	-3.4	-48	32	1	-1	/	/
O=C(Cc1ccccc1[N+](=O)[O-])NCc1ccncc1	-12	-1.9	0.3	3	38	-2	-1	0.4	0.4
Cc1ccc(-c2csc(NC(=O)Cn3cnc4c3c(=O)n(C)c(=O)n4C)n2)cc1C	-4	-3.6	-4.1	-2	8	-3	1	-0.4	0.5
Cc1nnsc1C(=O)N/N=C/c1ccc(OC(F)(F)F)cc1	9	-1.4	-2.0	-6	32	0	-8	-1.1	0.4
CCCP(=O)(CC(=O)N(CC)CC)c1ccccc1 (stereo unspecified)	-3	-2.4	-1.9	-14	11	-3	1	1.0	0.4
COc1ccc(C2CC(=O)C(C=NCCN3CCNCC3)=C(O)C2)cc1OC (stereo unspecified)	-1	-0.3	3.2	2	-2	/	-11	/	/
O=S(=O)(Cc1ccccc1Cl)N1CCCCC1	4	-2.7	-2.0	-1	9	-5	7	-1.9	-0.2
COCCn1c(SCc2nc3ccccc3c(=O)[nH]2)nc2ccccc2c1=O	-2	-2.6	-1.4	-10	32	-7	7	0.0	0.1
Cc1ccc(-c2c(C)sc3nc[nH]c(=O)c23)cc1C	-32	-3.6	-0.1	-27	40	-6	22	-1.4	2.2
COc1ccc(-c2csc(-c3ccccc3)n2)c(OC)c1	-6	-2.3	-3.0	-4	-7	-2	5	-1.5	0.5

# Arranged by formula weight (falling): some entries from above
canonical_smiles	GPR7 antagonist	IMP-1 inhibitor	VIM-2 inh	FID counter	PHOSPHO1 block	GalR3 antag	HCV NS3 hel inh	OXTR ag	V1R ag counter
CC(C)c1nc(CNC(=O)C2CCC(=O)N(CCc3cccc(F)c3)C2)cs1 (stereo unspecified)	-7	-4.5	-3.4	-48	32	1	-1	/	/
O=S(=O)(Cc1ccccc1Cl)N1CCCCC1	4	-2.7	-2.0	-1	9	-5	7	-1.9	-0.2
Cc1ccc(-c2c(C)sc3nc[nH]c(=O)c23)cc1C	-32	-3.6	-0.1	-27	40	-6	22	-1.4	2.2

# Remaining list, next part:
canonical_smiles	GPR7 antagonist	IMP-1 inhibitor	VIM-2 inh	FID counter	PHOSPHO1 block	GalR3 antag	HCV NS3 hel inh	OXTR ag	V1R ag counter
Cc1ccc(S(=O)(=O)Nc2ccc(-c3cn4ccc(C)cc4n3)cc2)cc1	-6	-4.4	-2.3	-8	1	-6	-8	-0.4	1.6
COc1cccc(NC(=O)c2cc(C(=O)Nc3cccc(OC)c3)n(C)n2)c1	-17	-1.9	-2.0	-22	-3	-3	-5	-1.0	4.8
CC1CCCN(S(=O)(=O)c2ccc(NC(=O)CNC3CCCC3)cc2)C1 (stereo unspecified)	-4	-0.8	-1.3	-3	2	-10	-5	1.2	0.1
Cc1ccc2[nH]cc(C(=O)NCc3cccs3)c(=O)c2c1	5	-3.0	3.5	0	20	-6	7	2.9	1.6
O=C(COc1ccc(C(=S)N2CCCC2)cc1)Nc1ccc(F)cc1	5	-0.5	-0.5	-16	36	-6	5	0.3	2.5
O=C1CCC(C(=O)NC2(C(=O)NC3CCCCC3)CCCCC2)N1 (stereo unspecified)	5	-0.3	-1.8	-3	39	-3	1	1.8	1.0
O=C(Nc1ccc(N2CCOCC2)nc1)c1cccs1	-1	-0.3	-2.3	-4	-12	-3	6	0.0	-0.6
CCN(CC)CCN(C)C(=O)CCc1nnc(-c2ccc(C)s2)o1	-6	-1.3	-0.3	-1	60*	-3	-1	-0.9	0.7
CCN(CC)S(=O)(=O)N1CCC(C(=O)NCc2ccc(C)cc2)CC1	-2	-0.8	-1.0	-17	22	-2	3	0.4	1.1
Cc1ccc(N2CC(C(=O)OCC(=O)Nc3cc(C)on3)CC2=O)c(C)c1 (stereo unspecified)	-13	-1.4	-1.3	-26	7	-10	3	-0.3	0.1
COc1ccc(C2CC(=O)c3cnc(Nc4cc(C)cc(C)c4)nc3C2)cc1 (stereo unspecified)	17	-2.4	-1.4	-6	49	-5	12	-0.4	-0.4
O=C1c2ccccc2C(=O)N1c1ncc(Cc2ccc(Cl)cc2)s1	1	0.0	-0.4	-21	-14	12	15	2.4	2.4
COCCNC(=O)C1CCC(CNS(=O)(=O)c2cccc3nsnc23)CC1 (stereo unspecified)	-13	-1.2	-1.8	-8	32	0	2	1.0	0.2
COC(=O)C1=CN(c2cccc(C(F)(F)F)c2)C=C(C(=O)OC)C1c1ccc(O)c(OC)c1	1	1.2	1.6	-27	27	-9	-20	-2.2	-1.2
CCc1ccc(NC(=O)CN2CCCN(S(=O)(=O)c3ccc(F)cc3)CC2)cc1	1	-3.3	-3.5	-16	32	-9	-8	0.3	3.2
COc1ccc(NC(=O)CNC(=O)Cn2cnc3sc4c(c3c2=O)CCCC4)cc1OC	-8	-2.1	0.8	-9	32	-2	9	-1.0	0.3
COc1ccc(CNC(=O)c2cc3c(=O)n4cccc(C)c4nc3n(CC3CCCO3)c2=N)cc1 (stereo unspecified)	-3	-1.5	3.2	21	26	2	-19	-0.4	-0.8
Cc1ccc(S(=O)(=O)N2CC=C(C(=O)NC3CC3)CC2)cc1	-12	-2.4	-1.7	-2	27	3	6	-0.4	-1.0
Cc1ccc(NC(=O)C2CCCN(S(=O)(=O)c3c(C)noc3C)C2)c(C)c1 (stereo unspecified)	4	-1.3	-0.8	-1	2	-3	4	2.1	1.7
Cc1ccc2cc(CCNC(=O)C3CCCC3)c(=O)[nH]c2c1	-3	-1.8	-3.4	-9	46	-2	5	0.3	-0.5
CCC(Oc1ccccc1)C(=O)NCc1ccc(S(N)(=O)=O)cc1 (stereo unspecified)	3	-1.8	-2.9	-5	0	1	1	-1.4	-0.1
COc1ccc(Cc2nc3ccc(C(=O)NCc4cc(C)no4)cc3o2)cc1OC	4	-2.0	-2.0	-38	24	-4	4	1.4	4.9
Cc1ccc(C(=O)Nc2nnc(S(=O)(=O)N3CCOCC3)s2)cc1	18	-2.5	-3.2	-15	23	/	7	1.4	1.4
FC(F)(F)c1cccc(-c2cc3ccccc3nc2N2CCCC2)c1	-2	-3.0	-4.6	-5	33	-1	-3	-1.5	0.9
Cc1nc2nc(C)c(CCC(=O)NCc3ccc4c(c3)OCO4)c(C)n2n1	0	-1.4	-1.3	0	11	-3	0	0.7	0.6
Cc1cc(NC(=O)CCS(=O)(=O)c2ccc3c(c2)NC(=O)C(C)S3)ccc1Br (stereo unspecified)	-2	-1.7	-2.4	-18	18	/	0	3.5	6.1
COc1cc2c(cc1OC)CN(Cc1cc(=O)oc3cc(C)c(C)cc13)CC2	0	-3.3	-1.6	-9	5	-7	20	-1.1	-0.6
COc1ccc([N+](=O)[O-])cc1NS(=O)(=O)c1ccccc1	-11	-3.3	-5.3	2	5	1	2	0.3	4.6
O=C(COc1ncnc2ccccc12)N1CCOCC1	-4	-1.0	-1.2	-1	-5	-4	-10	0.2	0.7
COCCCn1cc(C(=O)c2cc(OC)ccc2OCC(=O)Nc2cc(C)on2)cc(C#N)c1=O	-8	-2.7	-3.6	-18	5	2	-1	-0.4	0.0
COc1ccccc1CNC(=O)C12CC3CC(CC(C3)C1)C2	23	0.1	2.6	-29	/	-2	33	-2.2	-1.6
COCC(=O)Nc1nc(-c2ccc([N+](=O)[O-])cc2)cs1	-10	-2.9	-2.6	1	-17	-3	-13	-0.7	0.8
Nc1c(C(=O)NCc2ccco2)c2nc3ccccc3nc2n1CCc1ccc(F)cc1	6	-2.1	-2.1	-14	-1	-2	6	3.8	2.2
CN(C(=O)CSc1nnc(-c2ccncc2)n1Cc1ccccc1)C1CCS(=O)(=O)C1 (stereo unspecified)	-3	-1.5	-0.1	-2	21	/	0	0.4	-0.4
COc1ccccc1CNS(=O)(=O)c1ccc2c(c1)CC(C)N2C(=O)C1CC1 (stereo unspecified)	18	-0.9	-0.1	-45	30	-6	-2	8.0	7.2
COc1cc(S(=O)(=O)N2CCN(C(=O)c3ccccc3)CC2)c(OC)cc1Br	2	-3.3	-2.4	-32	-6	0	-3	0.5	0.1
CCOC(=O)N1CCN(CC(O)COc2ccc(-c3ccccc3)cc2)CC1 (stereo unspecified)	-4	-3.3	-1.2	-8	15	3	-13	2.5	4.2
CCOc1ccccc1NC(=S)N1CCC(NC(=O)C(C)(C)C)CC1	-1	-1.0	-4.3	4	32	-2	6	0.7	1.4
CCCN(CCC)S(=O)(=O)c1ccc(C(=O)Nc2nnc(-c3cccc(OC)c3)o2)cc1	-5	-0.5	-1.8	-5	-15	-2	8	-2.3	0.2

# Assay outcomes (PubChem BioAssay)
